KDM4E inh: JMJD2E (human) inhibition | 230,000 compounds, 1.6% hits | Potency, µM (doses to about 57.1 µM), inactives show at the top dose activity change, negative = inhibition, usual class: inhibitors | JMJD2E catalytic domain, FDH-coupled NADH fluorescence (FDH is formaldehyde dehydrogenase) | AID 2147; active = well fitted inhibition curve with a large enough effect, not every such curve was filed as active; inconclusive = small, poorly fitted or top-dose-only effect, or another doubt; inactive = no such curve, though single readings can be large or run the other way;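 also: 0% = wells with enzyme and -100% = buffer wells without enzyme; nearly all actives have a fitted effect of over 50% in size; many of its hits are not listed in these tables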
RECQ1 helicase: RECQ1 (human) helicase inhibition. P46063. RECQ1 DNA unwinding, red fluorescence kinetic read. Potency, µM (titrated, usually from 57.3 µM), inactives show at the highest dose activity, negative = inhibition, hits mostly inhibitors. 240,000 compounds, 0.54% hits. AID 2549;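 also: plate controls were vehicle for no effect and no enzyme for full effect; nearly all actives have a fitted effect of over 30% in size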
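RECQ1T1 50 nM; forked duplex (20 bp + 30-nt ss tails) 200 nM, ATP 2 mM final; pH 8.0, 2 mM MgCl2, 2.5 ug/ml poly(dI-dC); 15 min compound preincubation; discontinuous kinetic read over 2 h at RT.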
TexasRed fluor: Texas Red fluorescence interference in TRb-SRC2 counter-screen; AID 1479; Potency, µM (highest dose often 106 µM), inactives show at the top dose fluorescence change, negative = quenching; TRb/SRC2 Texas Red total fluorescence interference; 280,000 compounds, 0.29% hits; active = well fitted curve in either direction with a large enough effect; inconclusive = small, poorly fitted or top-dose-only effect; also: % is scaled to controls: 0 for no effect and ±100 for the full control effect
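Human TRβ ligand-binding domain (0.6 uM) and Texas Red SRC2 peptide (20 nM) in Tris buffer with 1 uM T3 and 5% DMSO were incubated with pinned compound for 5 hr at ambient temperature. Total fluorescence was computed as S + 2P (555/632 nm).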
TRb-SRC2 inh: disrupts binding of human TR beta to SRC2; TRbeta-SRC2 peptide binding, fluorescence polarization; receptor liganded with 1 µM T3; Potency, µM (top dose mostly 106 µM), without a hit: top-dose activity change, negative = inhibition, hits mostly inhibitors; 280,000 compounds, 0.065% hits;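 also: plate controls were bound peptide for no effect and peptide without receptor for full effect; nearly all actives have a fitted effect of over 50% in size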
Target sequence (P10828 whole entry, looked up): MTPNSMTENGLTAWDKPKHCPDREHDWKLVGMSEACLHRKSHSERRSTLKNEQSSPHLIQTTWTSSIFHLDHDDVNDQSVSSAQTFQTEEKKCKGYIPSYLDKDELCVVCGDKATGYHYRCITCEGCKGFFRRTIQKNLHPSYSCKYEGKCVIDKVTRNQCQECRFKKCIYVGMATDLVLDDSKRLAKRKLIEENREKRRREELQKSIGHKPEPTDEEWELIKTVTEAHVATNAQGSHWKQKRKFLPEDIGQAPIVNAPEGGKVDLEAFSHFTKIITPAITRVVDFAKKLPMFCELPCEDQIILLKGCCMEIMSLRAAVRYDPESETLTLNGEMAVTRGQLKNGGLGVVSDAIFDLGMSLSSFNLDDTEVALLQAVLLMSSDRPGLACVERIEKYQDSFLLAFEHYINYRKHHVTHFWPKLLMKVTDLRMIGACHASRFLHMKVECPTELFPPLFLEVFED
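A fluorescence polarization screen tested compounds at multiple concentrations against complex formation between 0.6 uM TRb ligand-binding domain and 20 nM Texas Red SRC2 peptide, with 1 uM T3 present; readout after 5 hr.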
ALDH1A1 block: blocks purified human ALDH1A1 activity; 220,000 compounds, 7.3% hits; Potency, µM (highest dose often 75.3 µM), for inactives: at the top dose activity, negative = inhibition, hits mostly inhibitors; P00352; Purified ALDH1A1, NADH fluorescence, propionaldehyde substrate; active = well fitted inhibition curve with a large enough effect, not every such curve was filed as active; inconclusive = small, poorly fitted or top-dose-only effect, or another doubt; inactive = no such curve, though single readings can be large or run the other way;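 also: plate controls were no enzyme wells and a reference inhibitor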
Target sequence (P00352 whole entry, looked up): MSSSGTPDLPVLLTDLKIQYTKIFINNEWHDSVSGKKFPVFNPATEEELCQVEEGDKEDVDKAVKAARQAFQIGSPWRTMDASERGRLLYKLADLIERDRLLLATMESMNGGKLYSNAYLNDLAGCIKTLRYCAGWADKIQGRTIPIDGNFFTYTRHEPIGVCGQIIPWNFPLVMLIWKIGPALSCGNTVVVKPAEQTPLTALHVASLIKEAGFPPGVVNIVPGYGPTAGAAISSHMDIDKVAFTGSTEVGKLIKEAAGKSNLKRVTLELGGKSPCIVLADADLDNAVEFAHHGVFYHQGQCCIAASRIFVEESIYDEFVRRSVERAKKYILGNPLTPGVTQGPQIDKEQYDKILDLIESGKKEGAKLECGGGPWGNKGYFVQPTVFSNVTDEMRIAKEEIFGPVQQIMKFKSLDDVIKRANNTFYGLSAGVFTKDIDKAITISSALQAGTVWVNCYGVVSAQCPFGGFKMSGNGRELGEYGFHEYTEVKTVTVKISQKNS
SMN2 splice enh: SMN2 splice variant enhancement. Potency, µM (titrated, usually from 46.1 µM), for inactives: at the highest dose activity change, positive = activation, hits mostly activators. HEK293 SMN2-luciferase splicing reporter, luminescence, 30-36 h. AID 1458. 210,000 compounds, 2.8% hits; also: % of control where 0% means no effect; nearly all actives have a fitted effect of over 55% in size
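qHTS luciferase splicing reporter: luminescence rises when SMN2 exon 7 is included in transfected HEK293 cells. Compound exposure lasted 30-36 h at 37C, with 4.5 mM final sodium butyrate as control, followed by a ONE-Glo read.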
Lamin A splicing: changes lamin A minigene splicing in HeLa cells; HeLa LMNA splicing GFP/RFP minigene ratio, 48 h; Potency, µM (titrated, usually from 46.1 µM), without a hit: top-dose ratio change, negative = inhibition, usual class: inhibitors; 200,000 compounds, 0.01% hits; active = well fitted inhibition curve with a large enough effect in the signal ratio, with a control signal flat, not every such curve was filed as active; inconclusive = small, poorly fitted or top-dose-only effect, or effect the other way, or a change in a side signal; the % refers to the signal ratio; also: % is scaled to controls: 0 for no effect and ±100 for the full control effect
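S3 HeLa cells stably expressing lamin A-EGFP splicing minigene plus DsRed2, 600 cells/well, 48 h compound exposure at 37C. Laser-scanning cytometry; analysed as GFP (500-530 nm)/RFP (575-640 nm) total intensity ratio; 0.5% DMSO vehicle.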
RGS12 GoLoco inh: RGS12 GoLoco-Gai1 interaction inhibition | P63096 | Gai1:RGS12 GoLoco peptide FP, rhodamine, 10 min | Potency, µM (top dose mostly 61.6 µM), without a hit: top-dose activity, negative = inhibition, actives largely listed as inhibitors | 230,000 compounds, 0.44% hits | AID 880; active = well fitted inhibition curve with a large enough effect, not every such curve was filed as active; inactive = no such curve, though single readings can be large or run the other way; also: % is scaled to controls: 0 for no effect and ±100 for the full control effect; nearly all actives have a fitted effect of over 30% in size; many of its hits are not listed in these tables
* hit, by the source's call; i = inactive; ? = inconclusive; . = no result given; & = joins results of further samples; [ ] = dose if it differs, or a comment. Unless noted, calls follow the shape of the dose curve; as a rule, active = well fitted curve in the direction sought with a large enough effect; inconclusive = small, poorly fitted or top-dose-only effect, or another doubt; inactive = no such curve, though single readings can be large; an effect the other way counts as inactive or inconclusive. Potency is read from the fitted curve at half-maximal effect. This is a subset (hit frequency here may not be typical).

| molecule | KDM4E inh | RECQ1 helicase | TexasRed fluor | TRb-SRC2 inh | ALDH1A1 block | SMN2 splice enh | Lamin A splicing | RGS12 GoLoco inh |
| --- | --- | --- | --- | --- | --- | --- | --- | --- |
| CCCN1C(=O)/C(=C/c2ccc(C)o2)SC1=Nc1ccc(OC)cc1 | ? | ? | 2% | 5% | 3.5µM* | ? | ? | -17% |
| COc1ccc(C(=S)N2CCN(c3cccc(Cl)c3)CC2)cc1 | 8%&-3% | -6%&-1% | 1%&1% | -4%&-6% | ? | . | . | -7%&2% |
| COc1ccc(C(=S)Nc2ccc(N(C)C)cc2)cc1 | 2% | -10% | 0% | -11% | -4% | 11µM* | -7% | 3% |
| CCCCCC(=O)N1CC2(CC(c3cccc(NC(=O)CC(c4ccccc4)c4ccccc4)c3)=NO2)C[C@@H]1C(N)=O (stereo partly drawn) | -2% | i | -1% | -7% | . | . | . | 5% |
| COc1ccc2oc(C)c(C(N)=O)c2c1 | -2% | -7% | -2% | 5% | 7% | ? | -8% | -5% |
| CCOC(=O)C1=C(N)N2C(=O)C(C)SC2=C(C(=O)OC)C1c1ccccc1OC (stereo not drawn) | -3% | -5% | -4% | -5% | ? | 17% | 15% | 19% |
| Cc1c(C(=O)C(=O)N2CCCc3ccccc32)c2ccccc2n1C | -2% | 0% | ? | 3% | -13% | -1% | ? | -2% |
| C=CCNC(=S)NC(CC(=O)OC)c1ccc2c(c1)OCO2 (stereo not drawn) | 11% | -7% | -2% | 5% | 2% | 24% | . | 2% |
| COc1ccccc1-c1cc(C(=O)NCCc2ccccc2)no1 | 2% | 7% | -11%&0% | ? | ? | 25µM* | ? | 14% |
| COc1ccc(Nc2nc(N)nc(CSC(=S)N3CCCCC3C)n2)cc1 (stereo not drawn) | -4% | -2% | 0% | -1% | . | . | . | 4% |
| COc1ccccc1C(=O)N(CN1CCCC1=O)c1cccc(Cl)c1 | 1% | -13% | 0% | 7% | 11% | 11% | 8% | 12% |
| O=C(c1[nH]ncc1-c1ccccc1)C1CO1 (stereo not drawn) | ? | -14% | -8% | -7% | ? | . | . | 9% |
| CCn1c(C)[n+](CC(O)COCC2CC=CCC2)c2ccccc21 (stereo not drawn) | -3% | i | 0% | -12% | -5% | -8% | -1% | 2.2µM* |
| CC(C)(C)C(=O)N1CCN(c2ccc([N+](=O)[O-])c(-n3nc(-c4ccccc4)c4ccccc4c3=O)c2)CC1 | 0% | -17% | -2% | 0% | -6% | -5% | 9% | 1% |
| CCn1c(C(=O)N2CCC(Cc3ccccc3)CC2)cc2sccc21 | ? | i | 2% | 1% | ? | . | ? | . |
| S=c1[nH]nc(-c2cccnc2)n1-c1ccccc1 | 1% | 3% | -4% | -7% | 7.9µM* | -1% | -1% | -5% |
| O=Cc1ccc(Cl)cc1 | . | -1% | -3% | 2% | -1% | 4% | . | -29% |
| Cc1cc(C)nc(NS(=O)(=O)c2ccc(NC(=S)NC(=O)c3cccnc3)cc2)n1 | 1% | 18% | 1% | 7% | 4% | . | . | 4% |
| COc1cccc(-c2cc(C(F)(F)F)n3ncc(S(=O)(=O)c4ccccc4)c3n2)c1 | ? | -16% | 1% | -1% | ? | -7% | 12% | -1% |
| Cc1ccc(-c2cc(C(=O)N/N=C/c3ccco3)n[nH]2)s1 | 10% | -6% | -2% | 7% | 1% | -3% | -11% | 18% |
| CCOC(=O)C1=C(C)NC2=C(C(=O)CC(C)(C)C2)C1c1ccsc1 (stereo not drawn) | ? | -3% | -2% | -2% | ? | -2% | -5% | 5% |
| CC1(C)OC2CC3C4CCC5=CC(=O)C=C[C@@]5(C)[C@]4(F)C(O)C[C@@]3(C)[C@]2(C(=O)CO)O1 (stereo partly drawn) | 2% | -1% | 0% | -1% | -12% | 11% | . | 22% |
| COc1cc(C(=O)N/N=C2\CCS(=O)(=O)c3ccc(F)cc32)cc(OC)c1OC | -2% | -9% | 0% | 2% | 1% | 8% | 9% | 2% |
| Cc1ccccc1NC(=S)NNC(=O)c1cccnc1 | ? | -1% | -4% | 2% | ? | ? | 8% | 7% |
| O=c1[nH][nH]c(-c2ccccc2)c1C=Nc1ccccc1 | -11% | 16% | -1% | -16% | 4% | -2% | ? | -7% |
| COc1ccc(CN2CCN(C(=O)c3cc(OC)c(OC)c(OC)c3)CC2)cc1OC | ? | i | 1% | -4% | -12% | 8% | -11% | -15% |
| Brc1cccc2sc(N3CCCC3)nc12 | -5% | 2% | -3% | 1% | -2% | -18% | 9%[9.22 µM] | 5% |
| CCOC(=O)C1=C(C)N(C)C(=O)NC1c1ccc(C)s1 (stereo not drawn) | 14% | -5% | 3% | 0% | 11% | 13% | 0% | 5% |
| O=c1cc(CSc2nnc(COc3ccccc3Cl)o2)nc2sccn12 | 2% | -3% | -3% | -7% | ? | -19% | 9% | 5% |
| CCOP(=O)(c1ccccc1)C(O)c1ccccc1 (stereo not drawn) | 8% | -10% | -1%[53 µM] | 5%[53 µM] | 16% | 3% | -5% | -7% |
| CCC(CC)C(=O)Nc1cc(C(=O)OC)cc(C(=O)OC)c1 | -2% | i | 0% | 7% | -15% | -12% | ? | -6% |
| CC(C)c1ccc(-c2csc(NC(=O)c3cccs3)c2C(=O)O)cc1 | -11% | -3% | -4% | 2% | -2% | . | . | 4% |
| CCc1ccc(N2C(=O)c3ccc4c5c(ccc(c35)C2=O)CC4)cc1 | ? | -9% | -1% | -2% | ? | -9% | -1% | 6% |
| COc1ccc(CCNC(=O)CC2Nc3ccccc3NC2=O)cc1 (stereo not drawn) | ? | -4% | 1% | -24% | ? | 3% | 1% | 36%[activator] |
| CCC1(C)Cc2c(sc3c2c(=O)n(C)c2nnc(SCCc4ccccc4)n32)CO1 (stereo not drawn) | -1% | -4% | -1% | 0% | -1% | -4% | 3% | 9% |
| N#CCSc1ncnc2c1cnn2CCO | -3% | -9% | 0% | 2% | 0% | -35%[inhibitor] | -1% | 13% |
| O=C(CSc1n[nH]c(-c2cc(Cl)ccc2Cl)n1)NCCN1C(=O)CSC1=O | 7% | -1% | 0% | 2% | 11% | -1% | 7% | 8% |
| CC(NC(=O)COC(=O)/C=C/c1ccc(Cl)cc1)c1ccccc1 (stereo not drawn) | -9% | 1% | -1% | -1% | -4% | 11% | . | 14% |
| COc1cc(C)c(S(=O)(=O)Nc2ccc(CC(=O)O)cc2)cc1C | 9% | -1% | -4% | -16% | 4% | -10% | 2% | -8% |
| CC(=O)N1CCc2cc(S(=O)(=O)NC(CC(C)C)C(=O)N3CCn4c3nc3ccccc34)ccc21 (stereo not drawn) | 11% | -1% | -4% | -3% | 1% | 15% | -3% | 5% |

Next part
The line under a structure holds: KDM4E inh | RECQ1 helicase | TexasRed fluor | TRb-SRC2 inh | ALDH1A1 block | SMN2 splice enh | Lamin A splicing | RGS12 GoLoco inh
COc1cc(S(=O)(=O)Nc2ccncc2)ccc1F
 : 1% | -2% | -2% | -1% | 20% | . | . | 5%
CC1CN(c2oc(-c3ccccc3Cl)nc2C#N)CC(C)O1 (stereo not drawn)
 : ? | -6% | 0% | 2% | ? | . | -8% | .
Nc1cc(Cl)ccc1N1CCCCCC1
 : ? | -8% | 3% | -12% | 18µM* | 17% | ? | 1%
Cc1ccc(OCC(=O)NCc2cccs2)cc1
 : 2% | -2% | 1% | -20% | -6% | 7% | -4% | -1%
CN(C)C(=O)c1ccc(-c2cc(N(C)Cc3ccco3)ncn2)cc1
 : . | -3% | . | . | ? | . | 13% | 0%
COc1ccccc1NC(=O)c1ccc(NC(=O)COC(=O)C2CC2C)cc1 (stereo not drawn)
 : 4% | i | -1% | -6% | -2% | 1% | 1% | -11%
CCC(=O)N1CCc2cc(S(=O)(=O)NCCCN(CC)Cc3ccccc3)ccc21
 : -10% | -7% | -3% | -14% | -3% | 5% | -5% | 1%
Cc1ccc(S(=O)(=O)Nc2ccc(-c3nc4ccc(C)cc4s3)cc2)cc1
 : ? | i | -4% | -3% | ? | 26% | 3% | 5%
Cc1cccc(NC(=S)N/N=C/c2cccn2Cc2ccc(F)cc2)c1
 : 468%[activator] | ? | -2% | 0% | 17% | -15% | . | -8%
Cc1ccc(CNC(=O)C2CCN(S(=O)(=O)c3cccs3)CC2)o1
 : ? | ? | 4% | -15% | 14µM* | 5% | -9% | -29%
O=C1NC(=O)C2(COC(c3cccc([N+](=O)[O-])c3)OC2)S1 (stereo not drawn)
 : ? | -3% | -1% | -5% | ? | -4% | -6%[46 µM] | 1%
Cc1cccc(N2CCN(c3ccc(N4C(=O)CCCC4=O)cc3[N+](=O)[O-])CC2)c1C
 : -12% | i | -1% | -2% | 9% | -31%[inhibitor] | 7% | 1%
O=C(NCCCN1CCOCC1)c1ccc(CNS(=O)(=O)c2ccc(Br)cc2)cc1
 : -2% | -1% | 4% | -6% | 22µM* | -14% | 6% | -5%
C(#Cc1ccccc1)C[N+]1(CC#Cc2ccccc2)CCCC1
 : 0% | -3% | 2% | -12% | 7% | -27% | ? | 11%
COc1ccc(N=C(N)N=C(N)N)c(OC)c1
 : -13% | -16% | -1% | 4% | 5% | -8% | -3% | -2%

Complete entries from above:
Shown for `Nc1cc(Cl)ccc1N1CCCCCC1` → KDM4E inh: ?; RECQ1 helicase: -8%; TexasRed fluor: 3%; TRb-SRC2 inh: -12%; ALDH1A1 block: 18µM*; SMN2 splice enh: 17%; Lamin A splicing: ?; RGS12 GoLoco inh: 1%
Shown for `Cc1ccc(CNC(=O)C2CCN(S(=O)(=O)c3cccs3)CC2)o1` → KDM4E inh: ?; RECQ1 helicase: ?; TexasRed fluor: 4%; TRb-SRC2 inh: -15%; ALDH1A1 block: 14µM*; SMN2 splice enh: 5%; Lamin A splicing: -9%; RGS12 GoLoco inh: -29%
